Screening results from PubChem BioAssay.
HT1080 IDH1KD tx = HT-1080 IDH1 knockdown cell toxicity (counter line); HT-1080 IDH1 knockdown viability, ATP luminescence, 48 h; Potency, µM (titrated, usually from 46.1 µM), for inactives: top-dose activity, negative = toxicity, usual class: cytotoxic; 360,000 tested, 2% active; AID 686971;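 further: potency means the concentration at half of the fitted maximal effect; 0% = DMSO wells and -100% = cell-free medium wells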
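Luminescent ATP read-out (CellTiter-Glo, 10 min at room temperature) after 48 h compound exposure at 37 °C gave viability of IDH1-knockdown HT-1080 cells. Activity was normalised to DMSO and cell-free wells, then fitted as concentration-response curves.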
HT1080NT lethal = kills 2HG-producing HT-1080-NT fibrosarcoma cells. HT-1080-NT fibrosarcoma viability, CellTiter-Glo ATP luminescence, 48 h. Potency, µM (doses to about 46.1 µM), for inactives: at the top dose activity, negative = less viability, hits mostly cytotoxic. 360,000 tested, 1.6% active. AID 686970;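 further: NT is the 2HG producing partner of a matched IDH1 knockdown line; potency means the concentration at half of the fitted maximal effect; 0% = DMSO-treated cells and -100% = media-only wells without cells; nearly all actives have a fitted effect of over 55% in size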
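HT-1080-NT; 750 cells/well; 5% FBS RPMI; 48 h compound, 37 degrees C; CellTiter-Glo luminescence; curve fitting and curve-class assignment.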
SW480 rereplic = induces DNA re-replication in SW480 colon adenocarcinoma cells. SW480 DNA re-replication, Hoechst DNA content imaging, 48 h. Potency, µM (titrated, usually from 46.1 µM), inactives show at the top dose re-replication activation, actives largely listed as activators. 340,000 tested, 1.8% active. AID 624297; further: potency means the concentration at half of the fitted maximal effect; % of control where 0% means no effect; nearly all actives have a fitted effect of over 55% in size
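Readout is total intensity of Hoechst-stained nuclei, excited at 405 nm and collected at 500-530 nm. Compound treatment lasted 48 hr at 37 C in 5% CO2 before staining.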
ATXN2 expr inh = reduces ATXN2 reporter expression in HEK-293 cells; HEK-293 ATXN2-luciferase reporter, luminescence, 24 h; Potency, µM (top dose mostly 57 µM), inactives show at the top dose activity change, negative = inhibition, hits mostly inhibitors; 360,000 tested, 0.72% active; AID 1745845; further: potency means the concentration at half of the fitted maximal effect; on the % scale 0 is the no-effect control and ±100 the full control effect; nearly all actives have a fitted effect of over 55% in size
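ATXN2-luciferase reporter cells (luciferase flanked by upstream and downstream ATXN2 gene portions) were treated 24 h at 37 °C with compounds at up to 57 uM. SteadyGlo luminescence gave expression; GF-AFC fluorescence gave viability.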
MCF10A rerep = induces DNA re-replication in MCF 10a normal breast cells. 350,000 tested, 2.9% active. MCF 10A DNA re-replication, Hoechst nuclear intensity, 48 h. AID 624296. Potency, µM (series often up to 46.1 µM), inactives show at the highest dose activity, positive = re-replication, actives largely listed as activators; further: potency means the concentration at half of the fitted maximal effect; % of control where 0% means no effect; nearly all actives have a fitted effect of over 50% in size
IL1B secr inh = blocks inflammasome-driven IL-1 beta release. THP-1 LPS/ATP IL-1B secretion, AlphaLISA, 16 h; hits give low values. activity change, % at 57.5 µM. 360,000 tested, 4.7% active. AID 743279; in the data active means activity change below about -50%; inconclusive means mostly about -30% to -49%; further: on the % scale 0 is the no-effect control and ±100 the full control effect
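Secreted IL-1B measured by AlphaLISA bead assay after 16 h compound exposure of THP-1 cells; compounds (final up to 57.5 uM) added 1 h before LPS (250 ng/mL) and ATP (1.25 mM) stimulation; lower signal means less secretion.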
WRN helicase inh = inhibitors of human WRN helicase; Q14191; WRN helicase unwinding, fluorescent forked duplex, kinetic; Potency, µM (titrated, usually from 114 µM), for the others: at the top dose activity change, negative = inhibition, most hits filed as inhibitors; 360,000 tested, 0.46% active; further: potency means the concentration at half of the fitted maximal effect; on the % scale 0 is the no-effect control and ±100 the full control effect; nearly all actives have a fitted effect of over 55% in size
Target sequence (Q14191 whole entry, looked up): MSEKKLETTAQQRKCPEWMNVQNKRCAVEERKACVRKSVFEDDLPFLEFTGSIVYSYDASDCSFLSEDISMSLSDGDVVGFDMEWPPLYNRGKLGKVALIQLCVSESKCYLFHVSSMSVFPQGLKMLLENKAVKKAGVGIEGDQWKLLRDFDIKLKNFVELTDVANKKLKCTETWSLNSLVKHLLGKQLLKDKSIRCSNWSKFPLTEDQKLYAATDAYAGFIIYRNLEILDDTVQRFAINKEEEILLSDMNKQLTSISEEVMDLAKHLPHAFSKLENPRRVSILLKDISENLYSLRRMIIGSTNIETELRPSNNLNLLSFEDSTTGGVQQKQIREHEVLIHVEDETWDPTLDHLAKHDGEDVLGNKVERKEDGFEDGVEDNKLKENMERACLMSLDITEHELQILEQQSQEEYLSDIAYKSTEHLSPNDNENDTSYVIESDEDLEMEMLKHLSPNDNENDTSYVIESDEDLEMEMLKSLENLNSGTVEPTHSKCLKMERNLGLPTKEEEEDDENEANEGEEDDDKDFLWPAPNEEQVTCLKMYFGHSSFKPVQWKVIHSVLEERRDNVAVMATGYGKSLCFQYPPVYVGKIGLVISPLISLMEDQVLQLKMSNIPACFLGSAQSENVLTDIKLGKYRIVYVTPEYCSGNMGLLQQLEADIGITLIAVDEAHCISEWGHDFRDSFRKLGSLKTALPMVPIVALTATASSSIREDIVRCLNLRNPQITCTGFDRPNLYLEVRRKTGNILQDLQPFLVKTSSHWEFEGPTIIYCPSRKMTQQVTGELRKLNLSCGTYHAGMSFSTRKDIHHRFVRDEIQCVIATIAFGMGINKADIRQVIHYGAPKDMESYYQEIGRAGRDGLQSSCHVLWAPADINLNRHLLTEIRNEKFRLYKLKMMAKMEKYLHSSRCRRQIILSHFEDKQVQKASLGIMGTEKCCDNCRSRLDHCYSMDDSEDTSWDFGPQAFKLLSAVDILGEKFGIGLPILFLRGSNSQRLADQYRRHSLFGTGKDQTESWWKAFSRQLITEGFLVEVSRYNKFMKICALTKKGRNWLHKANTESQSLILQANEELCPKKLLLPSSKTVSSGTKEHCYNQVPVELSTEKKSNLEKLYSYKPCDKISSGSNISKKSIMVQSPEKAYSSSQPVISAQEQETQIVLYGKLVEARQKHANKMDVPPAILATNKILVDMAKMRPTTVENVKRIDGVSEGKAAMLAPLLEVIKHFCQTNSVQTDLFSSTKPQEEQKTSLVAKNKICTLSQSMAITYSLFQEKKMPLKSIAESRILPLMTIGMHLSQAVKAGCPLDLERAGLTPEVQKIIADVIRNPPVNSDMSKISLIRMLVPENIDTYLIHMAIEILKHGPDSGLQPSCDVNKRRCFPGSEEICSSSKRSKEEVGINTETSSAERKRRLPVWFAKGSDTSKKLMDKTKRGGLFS
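Fluorescence dequenching readout, ex 525 nm/em 598 nm, kinetic mode: forked duplex DNA (100 nM final) with adjacent fluorophore and quencher unwound by WRN (20 nM final) with 2 mM ATP. Compound preincubation 15 min, room temperature.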
KB-V1 cytotox = kills drug-selected multidrug resistant KB-V1 cells; KB-V1 MDR cells viability, CellTiter-Glo, 72 h; Potency, µM (top dose mostly 46.1 µM), for inactives: at the top dose activity change, negative = cytotoxicity, usual class: cytotoxic; 400,000 tested, 3.4% active; AID 1347076; further: potency means the concentration at half of the fitted maximal effect; on the % scale 0 is the no-effect control and ±100 the full control effect; nearly all actives have a fitted effect of over 60% in size
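qHTS viability screen in drug-selected KB-V1 MDR cells: 72 h compound treatment at 37 degrees C, ATP luminescence end point.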
KB-3-1 tox = kills parental KB-3-1 adenocarcinoma cells | KB-3-1 viability, CellTiter-Glo ATP luminescence, 72 h | AID 1347075 | Potency, µM (titrated, usually from 46.1 µM), for inactives: top-dose activity change, negative = cytotoxic, usual class: cytotoxic | 400,000 tested, 1.4% active; further: potency means the concentration at half of the fitted maximal effect; on the % scale 0 is the no-effect control and ±100 the full control effect; nearly all actives have a fitted effect of over 60% in size
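Luminescent ATP read-out (CellTiter-Glo) measures survival of drug-naive KB-3-1 cells after 72 h compound exposure at 37 °C. Titration series was screened from lowest to highest concentration, with DMSO vehicle plates as background controls.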
Starred values were filed as active, the others as inactive; ? = inconclusive; . = not tested or not shown; [ ] = remark or other dose. Unless noted, the call rests on the fitted dose curve; in most records, active means well fitted curve in the direction sought with a large enough effect; inconclusive means small, poorly fitted or top-dose-only effect, or another doubt; inactive means no such curve, though single readings can be large; an effect the other way counts as inactive or inconclusive.

nr	structure	HT1080 IDH1KD tx	HT1080NT lethal	SW480 rereplic	ATXN2 expr inh	MCF10A rerep	IL1B secr inh	WRN helicase inh	KB-V1 cytotox	KB-3-1 tox
1	O=C(CN1C(=O)c2ccccc2C1=O)Nc1sc2c(c1C(=O)NCC1CCCO1)CCC2 (centres undefined)	-27%	21%	0%	-12%	-2%	13	0%	?	0%
2	O=C(C1=C[C@H](C2CC2)C[C@H](OCCCCO)O1)N1CCN(Cc2ccccc2)CC1	0%	-1%	-6%	-3%	-2%	-1	2%	6%	6%
3	CCC(C(=O)N1CCCCCC1)n1nc(C)n2c(cc3occc32)c1=O (centres undefined)	-1%	-5%	29%	2%	-1%	-6	5%	-2%	0%
4	CCCCOc1ccc(C(=O)NCC(=O)NCC(=O)OCC)cc1	-3%	-11%	29%	8%	?	20	3%	?	?
5	Cc1cccc(Oc2nccc(C(F)(F)F)c2C(=O)Nc2ccc(F)cc2F)c1	-29%	?	-8%	0%	5%	0	-1%	18%	-4%
6	Nc1nc(SCc2ccc(Cl)cc2Cl)c2ncn(C3OC(CO)C(O)C3O)c2n1 (centres undefined)	-8%	-7%	0%	-6%	-11%	-13	5%	0%	?
7	COCC(=O)N1C[C@H]2CON(C)[C@H]2C[C@H]1c1ccc(N2CCCCC2)cc1	29%	16%	.	1%	.	-7	1%	15%	0%
8	Cc1[nH]c2ccccc2c1CCNC(=O)c1ccc2nccnc2c1	-6%	7%	-5%	11%	?	2	-9%	-28%	0%
9	COc1ccc(OC)c(C2CC(=O)OC3=C2C(=O)CC(C)(C)C3)c1 (centres undefined)	?	20%	2%	13%	9%	0	-34%	-2%	6%
10	C=CCNC(=O)c1ccccc1NS(=O)(=O)c1ccc(SC)cc1	-1%	0%	-3%	-3%	-21%	20	-3%	?	0%
11	CCc1ccc(NC(=O)CSc2nc(NS(=O)(=O)c3ccccc3)cc(=O)[nH]2)cc1	?	?	2%	-4%	14%	-55*	-6%	1%	-25%
12	COC(=O)C1=CNC=C(C(=O)OC)C1c1cccc2ccccc12	-15%	-21%	?	-8%	?	5	-7%	-21%	-10%
13	Cc1cc(NC(=O)OC(C)(C)C)c(-n2nnnc2C(C(=O)c2ccccc2)N2CCOCC2)cc1C (centres undefined)	11%	14%	.	.	.	16	-4%	-25%	9%
14	O=C(CN1C(=O)NC2(CCCC2)C1=O)OCc1ccc(F)cc1	2%	6%	1%	7%	-10%	-13	1%	0%	4%
15	CC(OC(=O)c1cccnc1Cl)C(=O)NCc1ccccc1 (centres undefined)	9%	9%	-1%	.	1%	-4	10%	0%	3%
16	CCOC(=O)C(Oc1ccc2c(-c3ccccc3)cc(=O)oc2c1C)c1ccccc1 (centres undefined)	15%	22%	-3%	-17%	0%	2	10%	-3%	-7%
17	Cn1cnc2nc[nH]c2c1=S	2%	-1%	-13%	2%	0%	24	4%	29%	13%
18	c1ccc(Cc2nc(-c3ccccn3)no2)cc1	6%	-5%	19%	3%	5%	-23	-4%	-3%	1%
19	Cc1ccc(C)c(Nc2nc3c(S(=O)(=O)c4ccccc4)nnn3c3ccccc23)c1	11%	-3%	-46%[inhibitor]	4%	10%	22	-14%	-4%	12%
20	C=C(C)CSc1nc(C)c(Cc2ccccc2)c(=O)[nH]1	3%	2%	-9%	24%	7%	5	8%	3%	11%
21	Cc1ccc2[nH]c(=O)c(CN(CC3CCCO3)S(=O)(=O)c3cccc4nsnc34)cc2c1 (centres undefined)	3%	-2%	0%	14%	-2%	-17	-3%	-8%	2%
22	O=C(c1cccc2ccccc12)C1CCCN(C(=O)CCc2cnccn2)C1 (centres undefined)	-8%	-6%	-8%	0%	-13%	14	9%	-20%	-2%
23	O=C(COc1ccccc1)N=C1SC2CS(=O)(=O)CC2N1Cc1ccccc1 (centres undefined)	3%	0%	-2%	.	-3%	-1	1%	6%	1%
24	C[C@H](CO)N1C[C@H](C)[C@H](CN(C)C(=O)c2ccncc2)OCc2cnnn2CCCC1=O	-1%	6%	.	6%	.	22	2%	0%	4%
25	O=C(CCC1CCCC1)Nc1cc(Cl)ccc1N1CCOCC1	-8%	-2%	?	0%	23%	-57*	-4%	-4%	-18%
26	O=C(CCCN=C1NS(=O)(=O)c2ccccc21)OCc1cc([N+](=O)[O-])cc2c1OCOC2	-3%	-3%	-38%	.	-3%	1	0%	11%	2%
27	CC(C)Cn1c(SCC(=O)N2CCCc3ccccc32)nc2ccccc2c1=O	-30%	-26%	?	-25%	21µM*	-66*	-21%	?	-21%
28	Cc1cc(C(=O)c2ccc3ccccc3c2)c(C)o1	18%	20%	-19%	-11%	0%	19	-4%	-21%	5%
29	O=[N+]([O-])c1ccccc1N/N=C/c1ccccc1	15%	4%	-6%	.	2%	26	-3%	3%	-1%
30	Cc1ccc(S(=O)(=O)N(C)c2ccc(OCC(=O)OCc3ccc(C#N)cc3)cc2)cc1	7%	3%	-2%	9%	-3%	33	2%	-4%	-1%
31	Cc1ccc(Nc2nc3c([nH]2)c(=O)n(C)c(=O)n3C)cc1	-21%	0%	?	8%	22%	35	-14%	?	-2%
32	CCc1nnc(NC(=O)CN2CCN(Cc3ccc(C)cc3)CC2)s1	0%	0%	?	-8%	0.92µM*	-1	3%	-21%	5%
33	COc1nccnc1NS(=O)(=O)c1ccc(NC(=S)NC(=O)c2ccc(F)c(F)c2)cc1	15%	21%	-4%	-4%	-2%	-3	-5%	5%	14%
34	CCOC(=O)Nc1c(Cl)n(C)c(=O)n(C)c1=O	-5%	-2%	-3%	.	34%	-7	-2%	-8%	-2%
35	Cc1c(C(=O)N2CC(C)OC(C)C2)[nH]c2ccc(Br)cc12 (centres undefined)	-24%	-12%	-118%[inhibitor]	-7%	8%	2	-9%[57.1 µM]	-1%	-13%
36	CC(=O)c1sc(NC(=O)c2cc(-c3ccccc3)nn2-c2ccccc2)nc1C	12%	22%	4%	?	?	-61*	-10%	?	?
37	CCC1CCCCN1C(=O)c1cccc(S(=O)(=O)Nc2cc(C(F)(F)F)ccc2Cl)c1 (centres undefined)	?	?	1%	1%	?	?	0%[57.1 µM]	-4%	-2%
38	Cn1nc(C(F)(F)F)c2cc(C(=O)Nc3ccc(F)c(Cl)c3)sc21	10%	0%	?	0%	?	.	-4%	?	?
39	O=C(O)[C@@H](c1ccccc1)N1Cc2ccccc2C1=O	-1%	2%	-2%	-13%	0%	-2	?	6%	-6%
40	Cc1ccc(C)c(CN2C(=O)CSc3ccc(C(=O)N4CCCC4)cc32)c1	-5%	-3%	-3%	18%	13%	-21	-3%	1%	0%
41	COc1nnc(-c2ccc(N3CCOCC3)c(NC(=O)c3ccco3)c2)c2ccccc12	-19%	-19%	-1%	-8%	-6%	-16	-1%	-13%	1%
42	Cn1c(=O)c2c(nc(NCCOc3ccc(C(C)(C)C)cc3)n2C)n(C)c1=O	-6%	2%	-691%[inhibitor]	-5%	16µM*	24	-3%	-11%	-8%
43	CN(Cc1ccccn1)Cc1nc(Cc2ccccc2Cl)no1	8%	3%	1%	.	3%	0	1%	-12%	0%
44	O=C(OCc1csc(-c2ccccc2)n1)c1ccccc1O	10%	4%	1%	77%[activator]	-10%	-8	5%	0%	0%
45	COc1cc2[nH]c(C(=O)NCC3CCCO3)cc2c(OC)c1OC (centres undefined)	21%	?	10%	3%	?	18	2%	4%	-17%
46	O=C1NC(=O)/C(=C\c2ccc(Cl)nc2)S1	-8%	-5%	?	.	3%	-9	4%	-4%	-5%
47	Cc1ccc(NC(=S)NNC(=O)c2cn(C)nc2C)cc1	10%	3%	-2%[9.22 µM]	5%	15%	-12	-4%	19%	-6%
48	Cc1ccc(NC(=O)c2ccccc2NC(=O)CCC(=O)O)cc1	20%	39%	5%	27%	-2%	3	-14%	7%	9%
49	Cc1ccc(C(=O)Nc2c(C#N)c(C)c(C)n2Cc2ccccc2)cc1	-10%	-2%	-4%	-19%	0%	-12	1%	-14%	-9%
50	CCOC(=O)c1ccc(NC(=O)c2cccc(C)c2[N+](=O)[O-])cc1	-20%	-21%	-4%	.	0%	0	0%	-23%	-6%
51	CCOCCCNC(=O)C(c1ccc(Cl)cc1)N(Cc1ccc2c(c1)OCO2)C(=O)CNC(C)=O (centres undefined)	11%	14%	-8%	-12%	2%	18	-1%	-2%	7%
52	COc1ccc(CCNC(=O)CS(=O)(=O)Cc2nc(-c3ccc(C)cc3)oc2C)cc1OC	-13%	-15%	4%	-13%	0%	-1	2%	-11%	-5%
53	O=C(CSc1nnnn1-c1ccccc1)Nc1ncc(Cc2ccccc2Cl)s1	6%	10%	-4%	.	-3%	3	-1%	-8%	20%
54	CC(=O)c1c(C)[nH]c(C(=O)OC(C)C(=O)Nc2cc(S(=O)(=O)N3CCCCC3)ccc2Cl)c1C (centres undefined)	5%	9%	-5%	-3%	17%	54	-13%	-1%	3%
55	CCOc1ccc(NC(=O)CCS(=O)(=O)c2ccc3c(c2)CCCN3C(=O)CC)cc1	8%	8%	9%	-3%	-4%	18	-6%	-4%	-7%
56	CC1(C)OC(=O)C(=NNc2ccc(Br)cc2)C(=O)O1	0%	-1%	-10%	8%	0%	-2	-15%	13%	8%
57	FC(F)(F)C1=Nc2cccc3cccc(c23)N1	-1%	-2%	1%	9%	-2%	-16	?	?	?
58	Cc1ccc(-c2nn(-c3ccccc3)cc2CO)o1	-2%	9%	-21%	28%	0%	-9	-10%	4%	0%
59	O=C(O)CNc1nc(-c2ccccc2)nc2ccccc12	-3%	2%	12%	-4%	10%	20	1%	5%	8%
